High-throughput results from PubChem BioAssay.
HKDC1 inhibitor: inhibitors of human hexokinase HKDC1; 0.16% of 340,000 active; recombinant HKDC1, G6PDH/diaphorase resazurin coupled fluorescence; Q2TB90; inhibition, % at 20 µM; AID 493160;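 active = inhibition above about 35% when tested at 20 µM, limit read from the data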;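 note: plate controls were DMSO wells with enzyme for no effect and DMSO wells lacking enzyme for full effect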
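test system = in-house recombinant HK5 (HKDC1) enzyme | amount = HKDC1 at 5 µg/mL | control set = DMSO-enzyme wells negative, buffer-substituted wells positive | compound = one dose of 20 µM, 1% DMSO | schedule = reaction time 90 min, room temperature, protected from light | technique = resorufin fluorescence at 613 nm | reagent = glucose with 1 mM ATP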
SENP8 block-1: inhibitors of human SENP8 protease; Q96LD8; purified SENP8, Z-RLRGG-aminoluciferin cleavage, luminescence; inhibition, % at 10 µM; 1.2% of 330,000 active; AID 2540; in the data active = inhibition above about 50%
Target sequence (Q96LD8 whole entry, looked up): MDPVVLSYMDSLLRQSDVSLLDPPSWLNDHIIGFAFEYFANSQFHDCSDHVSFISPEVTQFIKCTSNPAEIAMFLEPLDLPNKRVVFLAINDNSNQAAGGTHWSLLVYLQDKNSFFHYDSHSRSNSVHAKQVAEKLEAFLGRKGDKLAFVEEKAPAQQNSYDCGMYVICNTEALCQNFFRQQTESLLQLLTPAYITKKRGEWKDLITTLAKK
SENP1 FRET inh: inhibitors of human SENP1 SUMO protease catalytic domain. Q9P0U3. recombinant SENP1 catalytic domain, CyPet-SUMO1-YPet FRET cleavage. inhibition, % at 10 µM. 0.21% of 360,000 active;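 active = inhibition at least 30% at 10 µM, raw YFP signal under a set limit, fluorescence ratio 0.5 to 1.5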;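 note: 0% = enzyme with DMSO and 100% = no enzyme wells; some results filed as inactive read as strong as hits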
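Test system: hSENP1 catalytic domain, recombinant; Amount: 20 pM final SENP1 enzyme; Medium: Tris pH 8 buffer plus EDTA, NaCl, BME, BSA, NP40, catalase; Schedule: 50 min enzyme reaction, room temperature, light-protected; Technique: FRET fluorescence in CFP and YFP emission channels; Controls: no-enzyme wells low, DMSO-plus-enzyme wells high control.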
NLRP3 yeast inh: blocks the NALP3 inflammasome reconstituted in yeast | 0.39% of 330,000 active | Yeast reconstituted NLRP3/ASC/caspase-1, beta-gal luminescence, 24 h | inhibition, % at 10 µM;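 active = inhibition of 50% or more; inactive = inhibition below 50%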;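 note: plate controls were induced DMSO wells for no effect and uninduced yeast grown without galactose for full effect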
SENP8 block-2: SENP8 (human) protease inhibition; Q96LD8; recombinant SENP8, Nedd8 substrate fluorescence; inhibition, % at 20 µM; 0.64% of 360,000 active; AID 602440; in the data active = inhibition mostly above about 40%, no sharp cut-off; inactive = mostly below about 27%
PfG6PD inh: PfG6PD (Plasmodium falciparum) enzyme inhibition; PfGluPho enzyme, NADPH resazurin-diaphorase fluorescence; inhibition, % at 20 µM; 0.78% of 350,000 active; AID 504690;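 active = inhibition reaching at least a set limit at 20 µM in the primary screen, cut at about 59% in these data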;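 note: 0% = DMSO wells with substrate and 100% = DMSO wells lacking glucose-6-phosphate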
Apaf1 inhib: blocks human Apaf-1 apoptosome activity | O14727 | reconstituted apoptosome caspase-3 activity, DEVD-Rh110 fluorescence | inhibition, % at 20 µM | 0.71% of 330,000 active | AID 489030; active = inhibition of at least 40% at 20 µM;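 note: plate controls were DMSO wells for no effect and DEVD-CHO caspase inhibitor wells for full effect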
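detection = Rh110 fluorescence intensity | test system = biochemical Apaf-1 apoptosome reconstitution | also added = cytochrome c and DEVD-Rh110 substrate | schedule = 30 min plus 50 min, RT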
SENP6 inh: SENP6 protease inhibition; inhibition, % at 10 µM; Recombinant SENP6 catalytic domain, aminoluciferin luminescence; AID 2599; Q9GZR1; 1.8% of 330,000 active;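 active = inhibition above about 50% at the single tested dose, limit read from the data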;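 note: plate controls were DMSO wells with enzyme for no effect and DMSO wells lacking enzyme for full effect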
Target sequence (Q9GZR1 628-1112 limits assumed): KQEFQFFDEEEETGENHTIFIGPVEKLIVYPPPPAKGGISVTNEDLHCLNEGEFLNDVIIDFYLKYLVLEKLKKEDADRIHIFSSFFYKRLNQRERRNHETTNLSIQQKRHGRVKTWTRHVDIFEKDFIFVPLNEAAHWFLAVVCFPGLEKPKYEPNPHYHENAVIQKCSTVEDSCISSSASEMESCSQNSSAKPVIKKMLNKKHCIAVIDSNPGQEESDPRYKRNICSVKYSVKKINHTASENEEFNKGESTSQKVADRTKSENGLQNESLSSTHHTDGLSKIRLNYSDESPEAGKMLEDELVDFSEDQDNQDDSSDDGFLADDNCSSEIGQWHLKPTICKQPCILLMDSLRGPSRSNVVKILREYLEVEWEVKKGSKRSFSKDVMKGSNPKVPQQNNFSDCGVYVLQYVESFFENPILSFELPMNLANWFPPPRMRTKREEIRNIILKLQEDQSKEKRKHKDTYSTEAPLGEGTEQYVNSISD
SENP7 block: blocks the human protease SENP7; Q9BQF6; recombinant SENP7, Z-RLRGG-aminoluciferin luminescence, 40 min; inhibition, % at 5 µM; 1.5% of 330,000 active; AID 434973;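 active = inhibition above about 50% at the single test dose, limit read from the data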;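 note: plate controls were DMSO with enzyme for no effect and no enzyme buffer wells for full effect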
Target sequence (Q9BQF6 706-1050 limits assumed): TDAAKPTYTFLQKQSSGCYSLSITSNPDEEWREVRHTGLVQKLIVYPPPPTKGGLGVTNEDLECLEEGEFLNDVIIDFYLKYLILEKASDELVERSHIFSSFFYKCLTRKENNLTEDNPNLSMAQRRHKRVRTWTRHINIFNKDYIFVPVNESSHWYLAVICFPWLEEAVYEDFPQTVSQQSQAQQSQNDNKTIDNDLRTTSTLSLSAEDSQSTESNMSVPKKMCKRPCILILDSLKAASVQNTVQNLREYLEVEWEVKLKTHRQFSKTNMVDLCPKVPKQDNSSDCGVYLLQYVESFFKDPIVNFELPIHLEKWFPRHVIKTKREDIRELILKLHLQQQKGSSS
* hit, by the source's call; / = no result given.

cpd	canonical_smiles	HKDC1 inhibitor	SENP8 block-1	SENP1 FRET inh	NLRP3 yeast inh	SENP8 block-2
1	Cc1ccccc1-n1c(Cn2c(=O)sc3ccccc32)nnc1SCC(=O)N1CCOCC1	-4	2	4	2	6
2	Cc1ccc(S(=O)(=O)N2CCOC23CCN(S(=O)(=O)c2c(C)cc(C)cc2C)CC3)cc1	5	14	2	20	5
3	Cc1ccc(C)c(N2CN(CCC3=CCCCC3)CNC2=S)c1	-3	3	-1	19	4
4	CCOC(=O)C1CCN(CC(C)(C)NS(=O)(=O)c2ccc(C)cc2)CC1	2	-9	-1	18	10
5	Nc1ccc(C(=O)Nc2ccc3cc(S(=O)(=O)O)ccc3c2)cc1	-2	/	2	/	-161
6	Cc1ccc(SCc2[nH]nc3c2C(c2ccc(C)o2)C(C#N)=C(N)O3)cc1 (stereo not drawn)	-4	4	0	13	20
7	COc1ccc(CCNCc2c(-c3ccccc3)n(C)c3ccccc23)cc1	-10	-3	1	26	-4
8	O=C(NCc1ccco1)/C(=C\c1cccnc1)NC(=O)c1ccccc1F	-4	-6	-1	-2	28
9	S=C(NCCN1CCOCC1)NC1CCCC1	-9	-3	2	11	-4
10	CN(C)c1cc[n+](CCC(=O)Nc2cccc([N+](=O)[O-])c2N)cc1	-12	-7	4	10	20

cpd	PfG6PD inh	Apaf1 inhib	SENP6 inh	SENP7 block
1	17	-2	-5	7
2	-10	15	-4	2
3	4	-5	-11	0
4	4	4	-15	-8
5	-17	/	/	/
6	2	24	30	6
7	-7	12	13	5
8	-6	9	-31	-10
9	1	-2	0	6
10	-4	4	-11	4

Screen by screen, quoted from above.
Entries 5–10 in SENP8 block-2 read -161, 20, -4, 28, -4, 20

(cont.)
cpd	canonical_smiles	HKDC1 inhibitor	SENP8 block-1	SENP1 FRET inh	NLRP3 yeast inh	SENP8 block-2
11	Cc1ccc(S(=O)(=O)CC(CN2CCCCC2)N2CCCCC2)cc1 (stereo not drawn)	-6	/	0	/	11
12	Cc1ccccc1C(=O)NNC(=O)CCc1ccccc1	16	1	1	11	4
13	CCC(C)c1ccc(NC(=O)N2CCOCC2)cc1 (stereo not drawn)	-6	-19	-2	21	9
14	O=C(c1c(Cl)cccc1Cl)N1CCN(c2ncccn2)CC1	-2	-1	1	44	-6
15	Cc1noc(C)c1S(=O)(=O)N(CC(=O)NCc1ccc(Cl)cc1)c1ccc2c(c1)OCO2	-6	2	-4	-8	7
16	CCOc1ccc(C(=O)Nc2ccc(N3CCN(C(=O)c4ccco4)CC3)cc2)cc1Br	4	/	-2	/	-1
17	COc1ccccc1N1CCN(C2CCCN(C(=O)c3ccccn3)C2)CC1 (stereo not drawn)	-3	-8	1	28	7
18	Cc1c(C(=O)NCc2cccnc2)sc2nc(-c3ccccc3)cn12	-1	4	8	5	-6
19	COC(=O)c1c(NC(=O)COC(=O)CCc2ccc(S(=O)(=O)N3CCOCC3)cc2)sc2c1CCC2	-4	1	1	15	-29
20	C=C1CCC[C@]2(C)C[C@H]3OC(=O)C(CN[C@@H](C)c4ccccc4)[C@H]3CC12 (stereo partly drawn)	4	/	1	/	12

cpd	PfG6PD inh	Apaf1 inhib	SENP6 inh	SENP7 block
11	0	/	/	/
12	-16	-1	-27	12
13	7	2	-16	10
14	-3	-2	-3	-3
15	2	-1	-13	-8
16	5	/	/	/
17	4	-4	-2	-5
18	24	-2	8	2
19	1	22	-6	4
20	-11	/	/	/

cpd	canonical_smiles	HKDC1 inhibitor	SENP8 block-1	SENP1 FRET inh	NLRP3 yeast inh	SENP8 block-2
21	COc1ccc(C(=O)N2CCNC(=O)C2CC(=O)Nc2ccc(C)c(C)c2)cc1 (stereo not drawn)	-6	3	0	7	8
22	O=[N+]([O-])c1ccc(NCc2ccccc2)nc1	-3	-6	0	11	23
23	Cc1cc(N2CCN(C(=O)Nc3ccccc3C#N)CC2)c2ccccc2n1	-4	-2	2	7	-95
24	Cn1c(SCC(=O)NC2CCCCC2)nnc1-c1cc2cc(Cl)ccc2o1	-1	-10	0	7	-13
25	CCC(C)n1c(SCC(=O)NCc2ccco2)nnc1-c1cccc(S(=O)(=O)N2CCOCC2)c1 (stereo not drawn)	-5	3	0	1	28
26	COc1ccc(C(=O)NC(=S)Nc2ccccc2N2CCCCC2)cc1[N+](=O)[O-]	15	7	-1	21	19
27	COc1ccc(OC)c(NC(=O)c2nnn(CCc3ccccc3)c2N)c1	2	-1	3	20	8
28	O=C1CCc2cc(S(=O)(=O)NCCC(=O)NC3CCCCC3)ccc2N1	-5	5	-1	10	10
29	FC(F)Oc1ccc(NC(=S)N2CCN(Cc3ccccc3)CC2)cc1	-7	0	3	-7	7
30	CCc1cc2c(=O)n3c(nc2s1)-c1[nH]c2ccc(OC)cc2c1CC3	-3	-1	-28	13	-390

cpd	PfG6PD inh	Apaf1 inhib	SENP6 inh	SENP7 block
21	9	4	-9	-6
22	-1	7	12	-6
23	-17	9	11	7
24	2	13	-25	-16
25	-14	5	8	2
26	-5	5	-11	6
27	13	-3	7	2
28	6	-8	-6	0
29	-3	-3	3	9
30	-13	-1	-3	-12

cpd	canonical_smiles	HKDC1 inhibitor	SENP8 block-1	SENP1 FRET inh	NLRP3 yeast inh	SENP8 block-2
31	Cc1ccc(C2=NN(C(=O)CNCCO)C(c3cccs3)C2)cc1 (stereo not drawn)	-2	-11	-3	4	5
32	COc1ccccc1N(CC(O)CN(c1ccccc1)S(C)(=O)=O)S(=O)(=O)c1ccccc1 (stereo not drawn)	-5	-5	4	7	24
33	Fc1ccccc1CN1CCCN(C(=S)Nc2cccc(Cl)c2)C1	2	-5	0	11	-1
34	CC(C)(C)OC(=O)COc1ccc(/C=N/NC(=O)CN2CCCCC2)cc1	-1	-3	4	3	20
35	O=C(OCc1nnc(-c2cccs2)o1)c1cccnc1Cl	-3	5	1	-5	11
36	COc1cc(C(C)=O)ccc1Oc1ncnc2c1cnn2-c1cccc(Cl)c1	-6	13	-2	8	2
37	CCOc1ccccc1NC(=O)c1cc(S(=O)(=O)NCc2ccco2)ccc1F	4	-14	0	0	15
38	Cc1csc(NC(=O)CCCC(=O)O)c1-c1nc2ccccc2s1	4	5	-1	0	-65
39	CCC1CCCCN1C(=O)CSc1nnc(N)s1 (stereo not drawn)	-5	-2	-1	7	20
40	CCOC(=O)C1=C(C)N(CCCCCC(=O)O)C(=O)NC1c1ccccc1Cl (stereo not drawn)	3	-9	2	-2	9

cpd	PfG6PD inh	Apaf1 inhib	SENP6 inh	SENP7 block
31	9	12	-8	-8
32	-5	-6	-8	-12
33	9	0	-50	-8
34	-6	3	-11	0
35	1	0	-1	1
36	-1	-5	8	11
37	1	19	-12	-12
38	-1	3	-11	-11
39	12	-6	9	5
40	-14	-4	-9	-17

The last four entries of the section above open the next one.
cpd	canonical_smiles	HKDC1 inhibitor	SENP8 block-1	SENP1 FRET inh	NLRP3 yeast inh	SENP8 block-2
37	CCOc1ccccc1NC(=O)c1cc(S(=O)(=O)NCc2ccco2)ccc1F	4	-14	0	0	15
38	Cc1csc(NC(=O)CCCC(=O)O)c1-c1nc2ccccc2s1	4	5	-1	0	-65
39	CCC1CCCCN1C(=O)CSc1nnc(N)s1 (stereo not drawn)	-5	-2	-1	7	20
40	CCOC(=O)C1=C(C)N(CCCCCC(=O)O)C(=O)NC1c1ccccc1Cl (stereo not drawn)	3	-9	2	-2	9
41	COc1cccc(N2CCN(C(=O)c3cccc(N4C(=O)NC5CC4(C)Oc4c(OC)cccc45)c3)CC2)c1 (stereo not drawn)	-3	-7	3	18	14
42	Cc1cccc(OCCOC(=O)c2c(-c3ccccc3)noc2C)c1	-1	10	-3	26	2
43	CCOC(=O)C(Cc1ccccc1)NC(=O)CCc1c(C)nc2nc(C)nn2c1C (stereo not drawn)	-5	3	2	11	14
44	COC(=O)c1cc(C#N)c(OC(C)C)nc1C	-7	0	1	-1	6
45	C=C(C)C1CC=C(C)/C(=N/NC(=O)COc2ccc(Cl)cc2)C1 (stereo not drawn)	5	-6	1	15	17
46	COc1ccc(NC(=S)NCCc2ccccc2)c(OC)c1	-3	5	1	9	12
47	Cc1nnc(SCC2=C(C(=O)O)N3C(=O)C(NC(=O)c4cccc(F)c4F)C3SC2)s1 (stereo not drawn)	-5	3	-2	14	7
48	CCCOC(=O)C1C2C=CC3(CN(c4ccc(Cl)c(F)c4)C(=O)C13)O2 (stereo not drawn)	-6	-8	-1	14	8
49	CC(C)OC(=O)c1cc2c(ccn2C)n1CC(=O)N(Cc1ccccc1)c1ccc(F)cc1	1	-5	-25	8	-11
50	Cc1ccc2c(C(=O)CN3CC(C)CC(C)C3)c(C)[nH]c2c1 (stereo not drawn)	/	0	-3	1	-5

cpd	PfG6PD inh	Apaf1 inhib	SENP6 inh	SENP7 block
37	1	19	-12	-12
38	-1	3	-11	-11
39	12	-6	9	5
40	-14	-4	-9	-17
41	10	-4	-21	3
42	22	11	10	1
43	-9	1	-10	6
44	-15	-17	6	2
45	-23	0	11	2
46	-17	-5	0	17
47	2	-13	-4	-5
48	2	8	-5	6
49	21	12	-1	-4
50	/	-1	-12	1

Part of the list above, with two lines to a compound.
Fields: HKDC1 inhibitor	SENP8 block-1	SENP1 FRET inh	NLRP3 yeast inh	SENP8 block-2	PfG6PD inh	Apaf1 inhib	SENP6 inh	SENP7 block
#21 COc1ccc(C(=O)N2CCNC(=O)C2CC(=O)Nc2ccc(C)c(C)c2)cc1 (stereo not drawn)
    -6	3	0	7	8	9	4	-9	-6
#1 Cc1ccccc1-n1c(Cn2c(=O)sc3ccccc32)nnc1SCC(=O)N1CCOCC1
    -4	2	4	2	6	17	-2	-5	7
#19 COC(=O)c1c(NC(=O)COC(=O)CCc2ccc(S(=O)(=O)N3CCOCC3)cc2)sc2c1CCC2
    -4	1	1	15	-29	1	22	-6	4
#7 COc1ccc(CCNCc2c(-c3ccccc3)n(C)c3ccccc23)cc1
    -10	-3	1	26	-4	-7	12	13	5

The list goes on:
cpd	canonical_smiles	HKDC1 inhibitor	SENP8 block-1	SENP1 FRET inh	NLRP3 yeast inh	SENP8 block-2
51	CCCCCCC(CC(=O)NCc1cccnc1)CC(=O)NCc1cccnc1	-2	-6	-1	8	-1
52	Cc1ccc(-c2csc(NC(=O)Cn3[nH]c(=O)c4ccccc4c3=O)n2)cc1	1	-7	1	-2	-2
53	CCCCCNC(=O)c1ccc2c(=O)n(CCCN3CCCC3=O)c(=S)[nH]c2c1	1	-5	1	11	2
54	C=C1CCN([C@@H](CC(C)C)C(=O)NCc2ccccc2)S(=O)(=O)c2ccccc21	-3	-2	2	28	-7
55	Cc1ccc(S(=O)(=O)N2CCN(C(=O)COC(=O)C3(C)CC3(Cl)Cl)CC2)c(C)c1 (stereo not drawn)	3	-17	2	7	-1
56	NC(=O)c1cc(-c2ccccc2)nc2ccc(Br)cc12	0	-5	1	13	15

cpd	PfG6PD inh	Apaf1 inhib	SENP6 inh	SENP7 block
51	-2	-9	4	3
52	29	-11	-3	-9
53	-29	8	2	6
54	17	8	1	-3
55	-12	21	-21	-11
56	0	-2	-25	-11

No enrichment for hits; 4.1% or so of the library scored in one or more.
